Compound activity as filed in PubChem BioAssay.
KCNK3 block: human KCNK3 channel inhibitors, primary screen, CHO cells, FluxOR thallium flux, B-score; Potassium channel subfamily K member 3 (Homo sapiens), O14649; FluxOR fluorescence; active compounds read low; B-score at 10 µM; 0.84% of 340,000 active; AID 602410, 2012;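 active means B-score under library mean minus 4 SD, starting fluorescence ratio at most library mean plus 5 SD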;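 further: more negative B-score means stronger inhibition of thallium flux through KCNK3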
KCNK9 block: KCNK9 potassium channel inhibitors, primary screen, HEK293 cells, thallium flux; Potassium channel subfamily K member 9 (Homo sapiens), Q9NPC2; FluxOR thallium flux fluorescence; active compounds read low; B-score at 10 µM; 1.2% of 310,000 active; AID 488922, 2010;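 active means ratio B-score over 3 SD below the library mean, with starting fluorescence within 5 SD of its mean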;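 further: negative B-score means less thallium flux so channel inhibition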
RGS4 act: RGS4 potentiators or activators, primary screen, cell-based, HEK293 M3R inducible RGS4, calcium flux; carbachol calcium flux Fluo4; active compounds read low; B-score at 10 µM; 0.92% of 310,000 active; AID 463111, 2010;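 active means B-score of the integrated calcium signal more than 4 SD below the library mean, with starting fluorescence not abnormally high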;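 further: negative B-score means reduced calcium response which marks RGS4 activation or potentiation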
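System: HEK293 FlpIn-TREx cells, stable M3R, doxycycline-inducible RGS4. Timing: overnight RGS4 induction, 30 min dye load 37 °C, 20 min compound RT. Also added: carbachol, ECmax concentration. Measured by: Fluo4 fluorescence kinetic imaging of calcium. Evaluation: integrated calcium ratio converted to B score.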
KCNQ1 inh: inhibitors of human KCNQ1 channel, primary screen, cell-based, thallium flux, high-throughput. CHO-K1 KCNQ1, FluxOR thallium flux fluorescence; active compounds read high. 1.3% of 310,000 active. Potassium voltage-gated channel subfamily KQT member 1 (Homo sapiens), P51787. B-score at 10 µM. AID 2642, 2010;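 active means compounds whose thallium flux B-score, printed positive for inhibition, exceeds three library SD while starting fluorescence stays within three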;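 further: channel opened by potassium depolarization with thallium stimulus after 20 min compound exposure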
SKKanGAS inh: S. pyogenes SKKanGAS growth inhibitors in kanamycin, primary screen, streptokinase expression inhibitor project, SKKanGAS strain, BacTiter-Glo luminescence. inhibition, % at 7.5 µM. 6 h. 1.3% of 300,000 active;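 active means mean replicate score, as percent of positive control median, at least 50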;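 further: strain carries kanamycin resistance gene driven by streptokinase promoter and grows in 40 µg/ml kanamycin; loss of luminescence reflects streptokinase promoter inhibition or plain growth inhibition; 0% = median of DMSO wells and 100% = positive control at its reference dose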
ANO1 activ: TMEM16A chloride channel activators or potentiators, primary screen, cell-based, HTS; B-score at 10 µM; 0.3% of 340,000 active; HEK293 TMEM16A/YFP-H148Q/I152L, iodide quench fluorescence; active compounds read low; Anoctamin-1 (Mus musculus), Q8BHY3;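 active means fluorescence-ratio B-score plate-corrected deviation score at least 3 library SD below zero, with starting fluorescence score within 5 deviations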;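 further: channel opened by trigger with iodide after compound preincubation; score built on the fluorescence ratio of max minus min over baseline; more negative score means more quench and so TMEM16A activation or potentiation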
Target sequence (Q8BHY3 whole entry, looked up): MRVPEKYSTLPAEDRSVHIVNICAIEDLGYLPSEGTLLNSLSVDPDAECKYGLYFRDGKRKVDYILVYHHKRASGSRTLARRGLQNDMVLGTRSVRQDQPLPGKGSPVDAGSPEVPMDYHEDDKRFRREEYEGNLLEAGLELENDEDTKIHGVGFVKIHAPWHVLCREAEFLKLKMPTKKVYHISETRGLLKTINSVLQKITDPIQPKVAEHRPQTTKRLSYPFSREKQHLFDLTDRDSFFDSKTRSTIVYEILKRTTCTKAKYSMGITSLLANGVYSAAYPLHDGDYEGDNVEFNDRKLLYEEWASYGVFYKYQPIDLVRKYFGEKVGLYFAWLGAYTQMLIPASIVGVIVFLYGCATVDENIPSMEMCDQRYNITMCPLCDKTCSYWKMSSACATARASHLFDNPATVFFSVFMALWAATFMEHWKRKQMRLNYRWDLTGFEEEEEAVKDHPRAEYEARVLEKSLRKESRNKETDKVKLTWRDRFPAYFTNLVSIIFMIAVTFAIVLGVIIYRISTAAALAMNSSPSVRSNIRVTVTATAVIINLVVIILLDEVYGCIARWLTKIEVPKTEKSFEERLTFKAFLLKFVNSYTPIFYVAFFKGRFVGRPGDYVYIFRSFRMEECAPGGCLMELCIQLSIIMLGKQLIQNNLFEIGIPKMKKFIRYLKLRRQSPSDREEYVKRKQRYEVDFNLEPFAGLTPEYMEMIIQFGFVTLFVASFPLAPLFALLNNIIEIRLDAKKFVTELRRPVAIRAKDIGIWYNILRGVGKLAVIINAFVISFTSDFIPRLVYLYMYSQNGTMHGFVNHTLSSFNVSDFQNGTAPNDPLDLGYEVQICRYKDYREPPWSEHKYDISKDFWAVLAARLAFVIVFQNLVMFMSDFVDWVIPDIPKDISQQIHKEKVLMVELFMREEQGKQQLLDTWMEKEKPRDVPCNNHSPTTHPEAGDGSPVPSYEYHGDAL
HDAC3 inh: HDAC3 deacetylase inhibitors, primary screen, biochemical, fluorescence, cell-free homogeneous; recombinant HDAC3, fluorogenic peptide/trypsin coupled; Histone deacetylase 3 (Homo sapiens), O15379; 0.15% of 320,000 active; inhibition, % at 8.3 µM; in the data active means inhibition above about 26%, passing the limit was not always enough
hERG protect: hERG rescue from dofetilide block, primary screen, cell-based, CHO-hERG, FluxOR thallium flux, dofetilide IC70; dofetilide IC70 present; activation (rescue from dofetilide block), less the hit threshold, % at 10 µM; 0.51% of 310,000 active; AID 1511, 2009;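 active means activation above the mean of controls blocked by dofetilide plus 5 SD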;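 further: thallium influx through hERG after potassium depolarization seen as dye fluorescence rise; in these data hits start at about 4.7%; inactives centre near -7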
KCNQ1 act: potentiators or activators of KCNQ1 channel, primary screen, cell-based, thallium flux, high-throughput; CHO-K1 KCNQ1, thallium flux FluxOR fluorescence; active compounds read high; 0.35% of 310,000 active; B-score at 10 µM; AID 2648, 2010;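 active means fluorescence ratio B-score, a plate-corrected score, at least three library SD, with initial intensity B-score within 5 SD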
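Doses: Single concentration per compound, DMSO matched to controls | Test system: KCNQ1-transfected CHO-K1 cells | Timing: 90 min dye loading and 20 min compound exposure, both at room temperature | Measured by: Kinetic FluxOR thallium fluorescence, 10-s 1-Hz baseline, 110-s post-stimulus read | Medium: Assay buffer with matched DMSO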
RGS4 block: RGS4 inhibitors, primary screen, cell-based, HEK293 M3R inducible RGS4, calcium flux | Regulator of G-protein signaling 4 (Homo sapiens), P49798 | Fluo-4 calcium flux; active compounds read high; triggered by carbachol at its EC20 | B-score at 10 µM | 0.45% of 310,000 active;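 active means B-score, a plate-corrected calcium signal, over three deviations above library mean, with baseline fluorescence within five deviations of library mean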;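 further: RGS4 expression induced by doxycycline in cells with stable M3 receptor; B-score is computed from the integrated fluorescence ratio over baseline after carbachol; higher B-score means a larger calcium signal and so more RGS4 inhibition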
TMEM16A inh: TMEM16A chloride channel inhibitors, primary screen, cell-based, HTS; 1.2% of 310,000 active; HEK293 TMEM16A/YFP iodide influx fluorescence, ionomycin; normalized B-score (activity score, 25-100; higher = stronger inhibition) at 10 µM; AID 588511, 2011;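 active means ratio plate-corrected score three or more library SD toward inhibition, starting fluorescence score within five deviations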;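 further: score derived from kinetic fluorescence span divided by baseline fluorescence per well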
Starred values were filed as active, the others as inactive. An excerpt; the hit share may differ from the screen's.

For O=P(/C(=N/O)N1CCOCC1)(N1CCOCC1)N1CCOCC1 the results were KCNK3 block inactive, KCNK9 block inactive, RGS4 act inactive, KCNQ1 inh inactive, SKKanGAS inh -3, ANO1 activ inactive, HDAC3 inh 3, hERG protect -5, KCNQ1 act inactive, RGS4 block inactive and TMEM16A inh inactive.
`CCN1CCN(c2ccc([N+](=O)[O-])cc2C#N)CC1` gave KCNK3 block inactive, KCNK9 block inactive, RGS4 act inactive, KCNQ1 inh inactive, SKKanGAS inh -11, ANO1 activ inactive, HDAC3 inh 2, hERG protect -5, KCNQ1 act inactive, RGS4 block inactive and TMEM16A inh inactive.
`COc1ccc(P2(=O)Nc3ccccc3N2)cc1` gave KCNK3 block inactive, KCNK9 block inactive, RGS4 act inactive, KCNQ1 inh inactive, SKKanGAS inh 7, ANO1 activ inactive, HDAC3 inh -7, hERG protect -4, KCNQ1 act inactive, RGS4 block inactive and TMEM16A inh inactive.
C=CCn1c(O)c(/C(C)=N/N2CCN(C)CC2)c(=O)[nH]c1=O was read as KCNK3 block inactive, KCNK9 block inactive, RGS4 act inactive, KCNQ1 inh inactive, SKKanGAS inh -2, ANO1 activ inactive, HDAC3 inh -3, hERG protect -2, KCNQ1 act inactive, RGS4 block inactive and TMEM16A inh inactive.
For COc1cc(OC)c([C@H]2C=C(C)[C@H]3C[C@@H]2C3(C)C)c(OC)c1 the results were KCNK3 block inactive, KCNK9 block inactive, RGS4 act inactive, KCNQ1 inh inactive, SKKanGAS inh 97*, ANO1 activ inactive, HDAC3 inh 0, hERG protect -18, KCNQ1 act inactive, RGS4 block inactive and TMEM16A inh inactive.
Cc1cccc(C)c1NC1=NCCCS1 was read as KCNK3 block inactive, KCNK9 block inactive, RGS4 act inactive, KCNQ1 inh inactive, SKKanGAS inh 0, ANO1 activ inactive, HDAC3 inh 0, hERG protect -7, KCNQ1 act inactive, RGS4 block inactive and TMEM16A inh inactive.
`CCC(=NCc1ccco1)c1c(O)n(-c2ccc(C)cc2)c(=O)[nH]c1=O` gave KCNK3 block inactive, KCNK9 block inactive, RGS4 act inactive, KCNQ1 inh inactive, SKKanGAS inh -10, ANO1 activ inactive, HDAC3 inh 2, hERG protect -11, KCNQ1 act inactive, RGS4 block inactive and TMEM16A inh inactive.
Screening CCCC(C)C1C(C#N)=C(N)Oc2c1c(=O)oc1ccccc21 (configuration not stated) returned KCNK3 block inactive, KCNK9 block inactive, RGS4 act inactive, KCNQ1 inh inactive, SKKanGAS inh 4, ANO1 activ inactive, HDAC3 inh -7, hERG protect -5, KCNQ1 act inactive, RGS4 block inactive and TMEM16A inh 100*.
COc1cccc(CN2CCCC(C(=O)c3ccccc3SC)C2)c1O (configuration not stated) was read as KCNK3 block inactive, KCNK9 block inactive, RGS4 act inactive, KCNQ1 inh inactive, SKKanGAS inh -7, ANO1 activ inactive, HDAC3 inh 9, hERG protect -14, KCNQ1 act inactive, RGS4 block inactive and TMEM16A inh inactive.
For CCc1ccc(-n2c(O)c(/C=N/NC(=O)c3ccncc3)c(=O)[nH]c2=O)cc1 the results were KCNK3 block inactive, KCNK9 block inactive, RGS4 act inactive, KCNQ1 inh inactive, SKKanGAS inh 15, ANO1 activ inactive, HDAC3 inh 2, hERG protect -14, KCNQ1 act inactive, RGS4 block inactive and TMEM16A inh inactive.
Screening CCC(=Nc1ccccc1N)c1c(O)[nH]c(=O)[nH]c1=O returned KCNK3 block inactive, KCNK9 block inactive, RGS4 act inactive, KCNQ1 inh inactive, SKKanGAS inh -2, ANO1 activ inactive, HDAC3 inh 1, hERG protect -3, KCNQ1 act inactive, RGS4 block inactive and TMEM16A inh inactive.
`COc1ccc(-n2c(O)c(/C(C)=N/Nc3ccccc3)c(=O)[nH]c2=O)cc1` gave KCNK3 block inactive, KCNK9 block inactive, RGS4 act inactive, KCNQ1 inh inactive, SKKanGAS inh 0, ANO1 activ inactive, HDAC3 inh 3, hERG protect -5, KCNQ1 act inactive, RGS4 block inactive and TMEM16A inh inactive.
For Cc1c(C)c2ccc(OCC(=O)N3CCC(C(=O)O)(c4ccccc4)CC3)c(C)c2oc1=O the results were KCNK3 block inactive, KCNK9 block inactive, RGS4 act inactive, KCNQ1 inh inactive, SKKanGAS inh 8, ANO1 activ inactive, HDAC3 inh -16, hERG protect -6, KCNQ1 act inactive, RGS4 block inactive and TMEM16A inh inactive.
For COc1cccc(Oc2coc3cc(OC(=O)N(C)C)ccc3c2=O)c1 the results were KCNK3 block inactive, KCNK9 block inactive, RGS4 act inactive, KCNQ1 inh inactive, SKKanGAS inh -1, ANO1 activ inactive, HDAC3 inh 7, hERG protect -9, KCNQ1 act inactive, RGS4 block inactive and TMEM16A inh inactive.
For O=C(O)C1C2CCC(O2)C1C(=O)Nc1ccc(F)c(F)c1 (configuration not stated) the results were KCNK3 block inactive, KCNK9 block inactive, RGS4 act inactive, KCNQ1 inh inactive, SKKanGAS inh -2, ANO1 activ inactive, HDAC3 inh -5, hERG protect -10, KCNQ1 act inactive, RGS4 block inactive and TMEM16A inh inactive.
For CC(C)COc1ccc(Cc2c(O)[nH]c(=S)[nH]c2=O)cc1 the results were KCNK3 block inactive, KCNK9 block inactive, RGS4 act inactive, KCNQ1 inh inactive, SKKanGAS inh 4, ANO1 activ inactive, HDAC3 inh 0, hERG protect -2, KCNQ1 act inactive, RGS4 block inactive and TMEM16A inh inactive.
For CCc1ccccc1NC(=O)N1C[C@H]2C[C@@H](C1)c1cccc(=O)n1C2 the results were KCNK3 block inactive, KCNK9 block inactive, RGS4 act inactive, KCNQ1 inh inactive, SKKanGAS inh -3, ANO1 activ inactive, HDAC3 inh -2, hERG protect -4, KCNQ1 act inactive, RGS4 block inactive and TMEM16A inh inactive.
Cc1ccc(Cn2cc(C=O)c(-c3ccc(C)cc3)n2)cc1 was read as KCNK3 block inactive, KCNK9 block inactive, RGS4 act inactive, KCNQ1 inh inactive, SKKanGAS inh 1, ANO1 activ inactive, HDAC3 inh -1, hERG protect -14, KCNQ1 act inactive, RGS4 block inactive and TMEM16A inh inactive.
For C=CCN1C(=O)NC(=O)/C(=C/c2ccc(OC)c(COc3ccc(NC(C)=O)cc3)c2)C1=O the results were KCNK3 block inactive, KCNK9 block inactive, RGS4 act inactive, KCNQ1 inh inactive, SKKanGAS inh 0, ANO1 activ inactive, HDAC3 inh -3, hERG protect -4, KCNQ1 act inactive, RGS4 block inactive and TMEM16A inh inactive.
For CNC(=O)Oc1cccc(-c2cn3cc(Cl)ccc3n2)c1 the results were KCNK3 block inactive, KCNK9 block inactive, RGS4 act inactive, KCNQ1 inh inactive, SKKanGAS inh 6, ANO1 activ inactive, hERG protect -13, KCNQ1 act inactive, RGS4 block inactive and TMEM16A inh inactive.
Nc1ncc(P(=S)(N2CCOCC2)N2CCOCC2)s1 was read as KCNK3 block inactive, KCNK9 block inactive, RGS4 act inactive, KCNQ1 inh inactive, SKKanGAS inh 0, ANO1 activ inactive, HDAC3 inh -5, hERG protect -4, KCNQ1 act inactive, RGS4 block inactive and TMEM16A inh inactive.
For COc1cccc(OCC(=O)N2CCN(C)CC2)c1 the results were KCNK3 block inactive, KCNK9 block inactive, RGS4 act inactive, KCNQ1 inh inactive, SKKanGAS inh -2, ANO1 activ inactive, HDAC3 inh 10, hERG protect 2, KCNQ1 act inactive, RGS4 block inactive and TMEM16A inh inactive.
Screening C=CCn1c(O)c(/C=C2\C=Nc3ccccc32)c(=O)[nH]c1=O returned KCNK3 block inactive, KCNK9 block inactive, RGS4 act inactive, KCNQ1 inh inactive, SKKanGAS inh 8, ANO1 activ inactive, HDAC3 inh 0, hERG protect -8, KCNQ1 act inactive, RGS4 block inactive and TMEM16A inh inactive.
For O=C1NC(=O)C(=Cc2ccc(N3CCN(C(=O)c4ccccc4)CC3)c([N+](=O)[O-])c2)C(=O)N1 the results were KCNK3 block inactive, KCNK9 block inactive, RGS4 act inactive, KCNQ1 inh inactive, SKKanGAS inh 1, ANO1 activ inactive, HDAC3 inh 10, hERG protect -9, KCNQ1 act inactive, RGS4 block inactive and TMEM16A inh inactive.
Screening Cc1ccsc1C(=O)C1CCCN(CCO)C1 (configuration not stated) returned KCNK3 block inactive, KCNK9 block inactive, RGS4 act inactive, KCNQ1 inh inactive, SKKanGAS inh 2, ANO1 activ inactive, HDAC3 inh -1, hERG protect -10, KCNQ1 act inactive, RGS4 block inactive and TMEM16A inh inactive.
Cc1ccc(/C=C2\C(=O)NC(=O)N(CCc3ccc(F)cc3)C2=O)o1 was read as KCNK3 block inactive, KCNK9 block inactive, RGS4 act inactive, KCNQ1 inh inactive, SKKanGAS inh 1, ANO1 activ inactive, HDAC3 inh 5, hERG protect -4, KCNQ1 act inactive, RGS4 block inactive and TMEM16A inh inactive.
For NS(=O)(=O)c1ccc(N2CCNCC2)cc1 the results were KCNK3 block inactive, KCNK9 block inactive, RGS4 act inactive, KCNQ1 inh inactive, SKKanGAS inh -11, ANO1 activ inactive, HDAC3 inh 4, hERG protect -14, KCNQ1 act inactive, RGS4 block inactive and TMEM16A inh inactive.
For Cc1sc2ncn(CC(=O)N3CCC4(CC3)OCCO4)c(=O)c2c1C the results were KCNK3 block inactive, KCNK9 block inactive, RGS4 act inactive, KCNQ1 inh inactive, SKKanGAS inh -5, ANO1 activ inactive, HDAC3 inh 7, hERG protect -1, KCNQ1 act inactive, RGS4 block inactive and TMEM16A inh inactive.
For Clc1ccc2nc3c(c(-c4ccccc4)c2c1)CNCC3 the results were KCNK3 block inactive, KCNK9 block inactive, RGS4 act inactive, KCNQ1 inh inactive, SKKanGAS inh -4, ANO1 activ inactive, HDAC3 inh 4, hERG protect -5, KCNQ1 act inactive, RGS4 block inactive and TMEM16A inh inactive.
